Assay outcomes deposited in PubChem by National Center for Advancing Translational Sciences (NCATS).
DT40 TDP1 CPT: qHTS for Inhibitors of human tyrosyl-DNA phosphodiesterase 1 (TDP1): qHTS in cells in presence of CPT | chicken DT40 Tdp1-/-;hTDP1 cells + 20 nM CPT, ATP luminescence, 48 h | Potency, µM (titrated, usually from 46.2 µM), without a hit: top-dose activity change, negative = growth inhibition, hits mostly inhibitors | 420,000 compounds, 12% hits; also: nearly all actives have a fitted effect of over 55% in size
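Chicken DT40 Tdp1-/- cells complemented with human TDP1, 400 cells/well, exposed to compounds plus 20 nM camptothecin for at least 48 h at 37 C; viability read as ATP content by CellTiter-Glo luminescence.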
FEN1 inhibitor: qHTS Assay for the Inhibitors of Human Flap endonuclease 1 (FEN1). P39748. Recombinant FEN1 flap cleavage, fluorescence, 15 min. 390,000 compounds, 0.35% hits. Potency, µM (series often up to 114 µM), inactives show at the highest dose activity change, negative = inhibition, hits mostly inhibitors; also: nearly all actives have a fitted effect of over 65% in size
Target sequence (P39748 whole entry, looked up): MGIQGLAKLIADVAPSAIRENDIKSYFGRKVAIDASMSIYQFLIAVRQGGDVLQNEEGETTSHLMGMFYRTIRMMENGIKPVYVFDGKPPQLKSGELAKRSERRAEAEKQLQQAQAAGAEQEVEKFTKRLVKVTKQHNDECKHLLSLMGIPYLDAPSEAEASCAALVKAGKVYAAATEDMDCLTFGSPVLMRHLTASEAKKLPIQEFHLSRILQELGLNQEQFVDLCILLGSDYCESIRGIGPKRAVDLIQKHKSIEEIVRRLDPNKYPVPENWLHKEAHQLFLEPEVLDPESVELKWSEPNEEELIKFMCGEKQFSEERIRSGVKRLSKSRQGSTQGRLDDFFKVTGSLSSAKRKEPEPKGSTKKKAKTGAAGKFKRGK
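Recombinant FEN1 (10 nM) was preincubated with pin-transferred compounds for 15 min at room temperature, then flap DNA substrate (50 nM final) was added. Plates were read at 0 and 15 min, and normalized concentration–response data were fitted to a four-parameter Hill equation.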
GCN5L2 inh: qHTS Assay for Inhibitors of GCN5L2. 390,000 compounds, 0.21% hits. AID 504327, 2011. GCN5L2 HAT assay, ThioGlo1 CoA-SH fluorescence. Histone acetyltransferase KAT2A (Homo sapiens), Q92830. Potency, µM (highest dose often 58.9 µM), for inactives: at the top dose activity change, negative = inhibition, usual class: inhibitors
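Fluorescence readout, Ex340nm/Em540nm: ThioGlo1 (50uM final) reacts with free CoA thiol released as 20nM GCN5L2 acetylates H3(1-25) peptide (75uM) using acetyl-CoA (70uM). Compound and enzyme sat 15 min beforehand; 20 min room-temperature reaction.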
An asterisk follows results filed as active; u = inconclusive; x = not tested or not shown; & = joins results of further samples; [ ] = dose if it differs, or a comment. Calls follow the shape of the dose curve; as a rule, active = well fitted curve in the direction sought with a large enough effect; inconclusive = small, poorly fitted or top-dose-only effect, or another doubt; inactive = no such curve, though single readings can be large; an effect the other way counts as inactive or inconclusive. % is scaled to controls: 0 for no effect and ±100 for the full control effect; potency is read from the fitted curve at half-maximal effect. An excerpt; rates above refer to the full screens.

molecule,DT40 TDP1 CPT,FEN1 inhibitor,GCN5L2 inh
Cc1cc(C)cc(OCc2nnc(SCC(=O)Nc3ccccc3)o2)c1,u,-7%,-2%
COc1ccc(C)cc1NC(=O)CSc1nnc(COc2ccc(C)cc2)n1Cc1ccco1,u,-15%,-8%
CCN(Cc1ccccc1)C(=O)c1ccc(Cl)cc1[N+](=O)[O-],-10%,-2%,1%
CC(=O)c1cccc(NC(=O)C2CCN(C(=O)c3ccc([N+](=O)[O-])cc3)CC2)c1,-4%,-11%,-13%
O=C(CCS(=O)(=O)c1ccccc1)Nc1nnc(C(F)(F)F)s1,u,3%,-5%
COCCN(C(=O)CSc1nnc(-c2ccccc2OC)o1)c1c(N)n(CC(C)C)c(=O)[nH]c1=O,-5%,6%,-27%
COc1ccccc1C(=O)NCc1ccc2c(c1)CCN2C(=O)c1cccc(C)c1,u,2%,-10%
COC1OC(CO)C(N(C)C(C)=O)C1O (configuration not stated),-11%,21%,x
COC(=O)CNC(=O)Nc1cc(C(=O)NCc2ccc(C)cc2)ccc1N1CCCC1,2%,-3%,-7%
CC1(C)CCc2cc(CN3CCN(c4ccccn4)CC3)ccc2O1,-10%,-3%,-10%
Cn1c(C(=O)Nc2ccc(OC(F)(F)F)cc2)cc2c(=O)n3ccccc3nc21,-7%,6%,-6%
Cc1ccc(Oc2nn[nH]n2)cc1,-9%,-10%,-4%
Cn1cc(CN2CCC(Oc3ccc(C(=O)N4CCCC4)cc3)CC2)cn1,-15%,-5%,-5%
CCCCCOC(=O)Cn1c(N2CCOCC2)nc2c1c(=O)[nH]c(=O)n2C,-19%,-5%,1%
Cn1c(CNC(=O)Nc2ccccc2)nnc1SCc1ccccc1,2%,0%,-2%
Cc1ccc(NC(=O)c2cc(C)nc3c2c(C)nn3-c2cccc(Cl)c2C)c(C)c1,u,-2%,13%
Cc1cc(C)c(N(C(=O)c2csnn2)C(C(=O)NC2CCCC2)c2ccncc2)c(C)c1 (configuration not stated),11%,-4%,-2%
CCOCC(=O)Nc1ccc(Br)c(C)c1,15%,8%,-4%
COC(=O)c1ccc(-n2c(/C=C/c3cc(OC)c(OC)c(OC)c3)nc3cc(Cl)ccc3c2=O)cc1,18µM*,19%,0%
CC(C)c1ccc2oc(-c3ccc(N)cc3)nc2c1,u,u,-3%
CCCNC(=O)c1nnsc1Sc1ccc(Cl)cc1,20%,-6%,-19%
CCC(=O)Nc1ccc(Cl)c(NC(=O)c2c(OC)cccc2OC)c1,-3%,-6%,-7%
COc1ccc(S(=O)(=O)Nc2ccc(-c3cn4c(C)csc4n3)cc2)cc1,-25%,4%,-13%
Cc1cc2cc3c(cc2nc1SCC(=O)N1CCOCC1)OCO3,6%,-4%,0%
NS(=O)(=O)c1ccc(CCNC(=O)COc2ccc3c4c(c(=O)oc3c2)CCC4)cc1,-8%,4%,-7%
O=C(Nc1ncccn1)c1cc([N+](=O)[O-])cc([N+](=O)[O-])c1,-3%,-15%,1%
CCOc1ccc(NC(=O)c2ccco2)c([N+](=O)[O-])c1,u,7%,-1%
CSc1ccc(C(=O)C2CCCN(C(=O)c3ccsc3)C2)cc1 (configuration not stated),u,0%,-1%
Cc1ccc(S(=O)(=O)NC(C(=O)N2CCOCCOCCOCC2)C(C)C)cc1 (configuration not stated),11%,0%,-2%
CCOC(=O)c1ccc(N2C(=O)c3cccc4c(C(=O)O)ccc(c34)C2=O)cc1,2%,-20%,-16%
Cc1ccc(C)c(NC(=O)C(C)CC2COCCO2)c1 (configuration not stated),-11%,-11%,-6%
CCc1c(C)nc2cc(-c3ccc(OC)cc3)[nH]n2c1=O,21µM*,9%,1%
O=C1CC(NCc2cccs2)C(=O)N1c1ccc(Cl)cc1 (configuration not stated),8%,-7%,-2%
Cc1ccc(-c2nnc(N3CCCCC3)c3ccccc23)cc1S(=O)(=O)NCC1CCCO1 (configuration not stated),18µM*,-25%,-1%
CCc1nc2ccccc2c(C(=O)OC2CCOC2=O)c1C (configuration not stated),0%,3%,2%
O=C(CSc1nnc(C2CC2)n1C1CC1)c1ccccc1F,-14%,11%,-5%
COc1ccc2oc(=O)c(-c3csc(-c4ccc(Br)cc4)n3)cc2c1,-2%,4%,-12%
CN1/C(=C\C=N\O)C(C)(C)c2ccccc21,-29%,18%,5%
CCOc1ccc2nc(NC(=O)CSc3nnc(-c4ccncc4)n3CC3CCCO3)sc2c1 (configuration not stated),u,0%,-3%
N#Cc1ccc(C(=O)Nc2cccc3cccnc23)c(F)c1,-15%,22%,2%
CC(C)c1ccc(NC(=O)CN2C=NS(=O)(=O)c3ccccc32)cc1,0%,2%,-1%
COC(=O)c1nnn(-c2nonc2N)c1CN1CCCC1,-4%,-2%,1%
O=C(COC(=O)/C=C/c1ccccc1Cl)NCCNC(=O)COC(=O)/C=C/c1ccccc1Cl,-1%,5%,-5%
CC[C@H](C)C(N)c1cn([C@@H](CC(N)=O)C(=O)N2CCNCC2)nn1 (some centres not stated),1%,-17%,1%
O=C(/C=C/c1cccs1)N1CCN(Cc2ccc3c(c2)OCO3)CC1,-13%,3%,-1%
COc1ccc(C2/C(=C(/O)c3ccccc3)C(=O)C(=O)N2c2ncccn2)cc1OC (configuration not stated),1%,1%,-9%
Cc1ccc(CCC(=O)Nc2ccc(CC(=O)O)cc2)o1,u,8%,-5%
COCCC(=O)N1CCC(Oc2ccc(C(=O)N3CCCCCC3)cc2)CC1,u,3%,-3%
COc1ccc(-c2csc(C3=C(O)CN(Cc4ccc(Cl)cc4)C3=N)n2)cc1OC,-12%,5%,-11%
Cc1ccc(NC(=O)CSc2nnc(Cc3cccn3C)n2-c2ccc(F)cc2)cc1,u,-17%,2%
COc1cccc(CSc2nnc(-c3ccco3)n2C)c1,-19%,-1%,-3%
O=C(Nc1c(C(=O)N2CCOCC2)cnn1-c1ccccc1Cl)c1ccco1,-7%,0%,0%
CS(=O)(=O)N1CCN(c2nnc(-c3ccccc3)c3ccccc23)CC1,-15%,1%,-4%
O=c1c(-c2cc(F)cc(F)c2)nc2cnc(N3CCOCC3)nc2n1-c1ccccc1,5%,x,u
O=C(Nc1ccccc1)c1ccccc1OS(=O)(=O)c1ccccc1,-6%,-2%,-5%
CCOc1ccc(S(=O)(=O)NC(C)(C)C)cc1-c1nc2c(C(C)(C)C)nn(C)c2c(=O)[nH]1,21µM*,u,-13%
CSc1nsc(SCC(=O)Nc2ccc(Br)cn2)n1,u,-6%,-13%
Cc1ccccc1CCN(CC(=O)NCc1ccc(F)cc1)C(=O)c1csnn1,10%,-7%,-4%
Cc1ccccc1-n1ncc(C(C)NS(=O)(=O)c2sccc2C)c1C (configuration not stated),u,5%,u
Cc1nc(NC(=S)NC(=O)c2cncc(Br)c2)ccc1Br,u,3%,-3%

New compounds follow:
molecule,DT40 TDP1 CPT,FEN1 inhibitor,GCN5L2 inh
O=C(/C=C(\O)c1ccccc1)C(=O)NNC(=O)c1ccccc1,3%,u,-5%
COCC(=O)N(Cc1nc2ccccc2c(=O)[nH]1)Cc1cccs1,u,0%,-11%
CC1CCN(Cc2nc3c(c(=O)n(C)c(=O)n3C)n2CCc2ccccc2)CC1,u,1%,x
CC(C)C(=O)Nc1ccc(/C=C2\C=Cc3ccccc32)cc1,u,-7%,x
COc1ccc(-n2nnnc2C2CCN(S(=O)(=O)c3cccc(Cl)c3C)CC2)cc1,21µM*,9%,0%
CC(C)(C)NC(=O)CN(Cc1cccs1)C(=O)C1COc2ccccc2O1 (configuration not stated),-25%,-16%,-3%
COc1c(Cl)cc(C(=O)N(Cc2ccc(C)o2)C2CCS(=O)(=O)C2)cc1Cl (configuration not stated),u,-10%,-1%
CCc1noc(C)c1C(=O)N1CCN(S(=O)(=O)c2cccc(C(F)(F)F)c2)CC1,1%,-19%,1%
O=C(CSC1=NS(=O)(=O)c2ccccc2N1)Nc1nccs1,2%,0%,1%
O=C(Nc1cccc(C(F)(F)F)c1)c1cccnc1NCCO,-7%,-10%,-5%
CC(C)c1ccccc1NC(=S)N(C)C,-4%,-2%,-5%
COc1ccc(CC(=O)n2nc(-c3ccc(Cl)cc3)nc2NCc2ccco2)cc1,u,10%,u
O=C1CCC/C(=N/NC(=O)c2ccc(NS(=O)(=O)c3cccs3)cc2)C1,7%,0%,2%
O=C1ON=C(c2ccccc2)/C1=C/c1ccc(-c2ccccc2[N+](=O)[O-])o1,12µM*,-3%,20µM*
COCCNC(=O)C(Cc1c[nH]c2ccccc12)NC(=O)OCc1ccccc1 (configuration not stated),9%,-2%,-4%
O=C(CC1C(=O)NCCN1C(=O)Nc1ccc(F)cc1F)Nc1ccc(F)cc1 (configuration not stated),6%,1%,1%
COc1ccc(NC(=O)Cn2nc(Cc3cccnc3)c3ccccc3c2=O)cc1OC,0%,-9%,-2%
CCn1c(N)cc(=O)[nH]c1=S,-7%,-1%,x
Cc1cc(CN(C)C(=O)CC2C(=O)NCCN2Cc2ccc(F)c(F)c2)on1 (configuration not stated),-22%,0%,-2%
CCCOc1cccc(C(=O)Nc2ccc(Br)cc2F)c1,-35%,4%,0%
O=C(Nc1ccc(Cc2ccc(NC(=O)N3CCOCC3)cc2)cc1)N1CCOCC1,-7%,8%,-19%
C=CCSc1nc(C)c(CC=C)c(=O)[nH]1,-7%,-5%,3%
O=C(NC1CCCCC1)C1c2ccccc2C(=O)N1Cc1ccc2c(c1)OCO2 (configuration not stated),-2%,7%,17%
O=C(O)Cn1c(Cc2ccccc2)nc2ccccc21,33%[activator],11%,-1%
CCCc1nc2ccccc2c(C(=O)OCC(=O)Nc2c(C)n(C)n(-c3ccccc3)c2=O)c1CC,u,8%,21%
CCCCC(=O)Nc1cc(OC)c(NC(=O)C2CCCCC2)cc1OC,-18%,12%,-6%
CC12CCC(C(=O)Nc3c(Cl)cccc3Cl)(C(Br)C1=O)C2(C)C (configuration not stated),-2%,4%,-4%
Cc1[nH]n(-c2ccccc2)c(=O)c1C(c1cc(Cl)ccc1O)c1c(C)[nH]n(-c2ccccc2)c1=O,-19%,u,2%
CCc1cccc(NC(=O)CCN2C(=O)c3ccccc3Sc3ncccc32)c1,u,-8%,0%
C[C@H](NC(=O)c1ccco1)C(=O)NNC(=O)COc1cccc(C(F)(F)F)c1,-22%,13%,-5%

The final two compounds of the part before open the next one:
molecule,DT40 TDP1 CPT,FEN1 inhibitor,GCN5L2 inh
CCc1cccc(NC(=O)CCN2C(=O)c3ccccc3Sc3ncccc32)c1,u,-8%,0%
C[C@H](NC(=O)c1ccco1)C(=O)NNC(=O)COc1cccc(C(F)(F)F)c1,-22%,13%,-5%
CNc1nc(-c2ccc3c(c2)CCN3C(=O)c2ccccc2C)cs1,u,-7%,-3%
CCc1ccc2[nH]c(=O)c(C3C(C#N)=C(N)Oc4c3ccc3cccnc43)cc2c1 (configuration not stated),12µM*,-22%,-7%
O=C(Cc1n[nH]c(=O)c2ccccc12)N1CCN(c2ccc(F)cc2)CC1,u,-6%,-2%
CCc1ccccc1NC(=O)Cc1ccc(-n2cccc2)cc1,u,-3%,0%
Cc1ccc(C)c(CN2CCC(n3nccc3NC(=O)CCCc3ccccc3)CC2)c1,u,2%,-4%
CCc1cccc(NC(=O)CCCn2nc(CC)n3c(cc4occc43)c2=O)c1,u,4%,-6%
Cn1cc(CCCC(=O)NCc2ccc(F)cc2)c2ccccc21,u,-14%&26%,-2%&-6%

By substructure, those above containing a nitro group on carbon (5)
molecule,DT40 TDP1 CPT,FEN1 inhibitor,GCN5L2 inh
CCN(Cc1ccccc1)C(=O)c1ccc(Cl)cc1[N+](=O)[O-],-10%,-2%,1%
CC(=O)c1cccc(NC(=O)C2CCN(C(=O)c3ccc([N+](=O)[O-])cc3)CC2)c1,-4%,-11%,-13%
O=C(Nc1ncccn1)c1cc([N+](=O)[O-])cc([N+](=O)[O-])c1,-3%,-15%,1%
CCOc1ccc(NC(=O)c2ccco2)c([N+](=O)[O-])c1,u,7%,-1%
O=C1ON=C(c2ccccc2)/C1=C/c1ccc(-c2ccccc2[N+](=O)[O-])o1,12µM*,-3%,20µM*
